Assay outcomes as filed in PubChem BioAssay.
PI4K2A block = qHTS for small molecular inhibitors of PI4K2A | Phosphatidylinositol 4-kinase type 2-alpha (Homo sapiens), Q9BTU6 | purified PI4K2A, ADP-Glo luminescence, 1 h; hits give low values | activity change, negative = inhibition, % at 76.9 µM | 0.13% of 420,000 active | AID 1346378, 2018; in the data active = activity change below about -50%; inconclusive = mostly about -30% to -49%;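 note: -100% = wells without enzyme as full effect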
Target sequence (Q9BTU6 whole entry, looked up): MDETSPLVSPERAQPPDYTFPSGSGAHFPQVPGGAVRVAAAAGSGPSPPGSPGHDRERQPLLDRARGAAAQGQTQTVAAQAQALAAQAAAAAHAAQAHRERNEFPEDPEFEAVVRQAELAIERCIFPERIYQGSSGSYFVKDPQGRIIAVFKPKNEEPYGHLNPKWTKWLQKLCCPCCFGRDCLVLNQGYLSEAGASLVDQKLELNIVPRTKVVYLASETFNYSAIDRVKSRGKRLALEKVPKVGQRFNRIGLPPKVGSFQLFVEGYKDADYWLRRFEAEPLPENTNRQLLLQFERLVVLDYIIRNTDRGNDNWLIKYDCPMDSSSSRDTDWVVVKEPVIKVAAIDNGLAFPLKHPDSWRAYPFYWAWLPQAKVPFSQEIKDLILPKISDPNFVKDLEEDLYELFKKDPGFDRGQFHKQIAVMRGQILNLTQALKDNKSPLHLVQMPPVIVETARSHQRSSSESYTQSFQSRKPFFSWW
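In this quantitative HTS, ADP production by PI4K2A was quantified luminescently after 1 h at ambient temperature; 100 microM adenosine served as plate-quality control.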
HP1b chromo inh = HTS for Inhibitors of HP1-beta Chromodomain Interactions with Methylated Histone Tails. Chromobox protein homolog 1 (Homo sapiens), P83916. AlphaScreen HP1-beta / biotin-H3K9me3 peptide binding. Potency, µM (doses to about 114 µM), without a hit: at the highest dose activity change, negative = inhibition, most hits filed as inhibitors. 0.56% of 390,000 active; note: potency is the fitted concentration of half-maximal effect; nearly all actives have a fitted effect of over 70% in size; inactives centre near 23
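AlphaScreen: HP1-beta (50 nM) preformed 30 min with biotin-H3(1-18)K9me3 peptide (50 nM) in PBS pH 7.4, 0.01% Tween-20. Compound added for 30 min at RT, then streptavidin donor/nickel chelate acceptor beads (10 ug/mL) for 30 min.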
PGK inhibitor = qHTS Assay to Find Inhibitors of Phosphoglycerate Kinase; 0.043% of 380,000 active; PGK/GAPDH coupled, Kinase-Glo luminescence, 60 min; Potency, µM (titrated, usually from 57.5 µM), without a hit: top-dose activity change, negative = inhibition, most hits filed as inhibitors; Phosphoglycerate kinase, glycosomal (Trypanosoma brucei brucei), P07378; note: potency is the fitted concentration of half-maximal effect; % is set by controls: 0 for no effect and ±100 for the full control effect; nearly all actives have a fitted effect of over 60% in size
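Recombinant glycosomal PGK reaction used 1,3-bisphosphoglycerate generated in-well by GAPDH (100nM final) in 100mM TEA pH 7.6, 5mM MgCl2, 0.01% Tween-20. After 60 minutes at room temperature, ATP was read by Kinase-Glo Plus luminescence end-point.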
BAZ2B inh = qHTS Assay for Inhibitors of BAZ2B | Potency, µM (highest dose often 114 µM), inactives show at the highest dose activity change, negative = inhibition, usual class: inhibitors | 4.4% of 360,000 active | AlphaScreen BAZ2B-H3K14Ac peptide displacement; note: potency is the fitted concentration of half-maximal effect; % is set by controls: 0 for no effect and ±100 for the full control effect; nearly all actives have a fitted effect of over 60% in size
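AlphaScreen displacement of biotin-H3(5-23)K14Ac peptide (50 nM final) from BAZ2B (50 nM final) in PBS pH 7.4, 0.01% Tween-20; complex preformed 30 min RT, then compounds (top 110 uM) 30 min RT, beads 20 min dark.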
G9a inh = qHTS Assay for Inhibitors of Histone Lysine Methyltransferase G9a; Histone-lysine N-methyltransferase EHMT2 (Homo sapiens), Q96KQ7; 8.8% of 350,000 active; G9a H3K9 monomethylation, AlphaScreen, 2 h; Potency, µM (highest dose often 102 µM), inactives show at the highest dose activity, negative = inhibition, actives largely listed as inhibitors; AID 504332, 2011; note: potency is the fitted concentration of half-maximal effect; % is set by controls: 0 for no effect and ±100 for the full control effect; nearly all actives have a fitted effect of over 75% in size
Target sequence (Q96KQ7 913-1193 limits assumed): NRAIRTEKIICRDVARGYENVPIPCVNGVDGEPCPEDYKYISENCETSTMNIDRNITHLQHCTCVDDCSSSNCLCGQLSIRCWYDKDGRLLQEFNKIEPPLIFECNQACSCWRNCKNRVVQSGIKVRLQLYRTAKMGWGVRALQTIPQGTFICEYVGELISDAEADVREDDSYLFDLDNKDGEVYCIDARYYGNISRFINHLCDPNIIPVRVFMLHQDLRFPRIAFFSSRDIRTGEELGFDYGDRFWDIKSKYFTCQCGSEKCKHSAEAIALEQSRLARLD
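Quantitative HTS format: methyltransferase activity on a biotin-tagged H3K9 peptide is measured by AlphaScreen, using a rabbit anti-monomethyl-H3K9 antibody with streptavidin donor and anti-IgG acceptor beads. Final levels are 20 nM enzyme, 500 nM peptide, 20 uM SAM; 2 h RT.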
GLS inh = qHTS for Inhibitors of Glutaminase (GLS). Potency, µM (highest dose often 45.5 µM), inactives show at the highest dose activity change, negative = inhibition, most hits filed as inhibitors. Glutaminase kidney isoform, mitochondrial (Homo sapiens), O94925. GLS enzymatic activity, qHTS titration. 0.21% of 410,000 active. AID 624170, 2012; note: potency is the fitted concentration of half-maximal effect; % is set by controls: 0 for no effect and ±100 for the full control effect
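Compounds were pin-transferred onto hKGA, after which L-glutamine (1 mM solution) and a detection mix of glutamate oxidase, HRP and Amplex Red were added. Initial and 30 min RT fluorescence reads were collected.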
Pin1 inhibitor = qHTS Assay to Find Inhibitors of Pin1 | Peptidyl-prolyl cis-trans isomerase NIMA-interacting 1 (Homo sapiens), Q13526 | Pin1 FP peptide displacement, HiFluor488, 10 min | Potency, µM (top dose mostly 115 µM), inactives show top-dose activity, negative = inhibition, usual class: inhibitors | 0.009% of 390,000 active; active = well fitted inhibition curve with a large enough effect in the polarisation, with a control signal flat, not every such curve was filed as active; inconclusive = small, poorly fitted or top-dose-only effect, or effect the other way, or a change in a side signal; inactive = no such curve, though single readings can be large or run the other way; the % refers to the polarisation; note: potency is the fitted concentration of half-maximal effect; % is set by controls: 0 for no effect and ±100 for the full control effect
Target sequence (Q13526 whole entry, looked up): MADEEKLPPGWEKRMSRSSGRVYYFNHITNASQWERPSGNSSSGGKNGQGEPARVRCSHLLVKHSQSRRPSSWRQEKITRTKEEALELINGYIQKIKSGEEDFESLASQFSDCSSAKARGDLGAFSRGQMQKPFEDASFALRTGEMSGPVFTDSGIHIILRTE
JMJD2A Tudor = qHTS Assay for Inhibitors of JMJD2A-Tudor Domain; Potency, µM (titrated, usually from 114 µM), without a hit: top-dose activity change, negative = inhibition, actives largely listed as inhibitors; AlphaScreen JMJD2A-Tudor / H3K4me3 peptide binding; Lysine-specific demethylase 4A (Homo sapiens), O75164; 4.4% of 390,000 active; note: potency is the fitted concentration of half-maximal effect; % is set by controls: 0 for no effect and ±100 for the full control effect; nearly all actives have a fitted effect of over 50% in size
Pol eta inh = qHTS for Inhibitors of Polymerase Eta | DNA polymerase eta (Homo sapiens), Q9Y253 | recombinant Pol eta, fluorescent DNA replication assay | Potency, µM (top dose mostly 114 µM), for inactives: at the top dose activity change, negative = inhibition, usual class: inhibitors | 1.2% of 390,000 active; note: potency is the fitted concentration of half-maximal effect; % is set by controls: 0 for no effect and ±100 for the full control effect
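Pol eta (10 nM) was preincubated with compounds for 15 min at room temperature, after which fluorescent replication substrate (50 nM final) was added to start the reaction. Fluorescence was read kinetically at 0 and 10 min.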
* hit, by the source's call; i = inactive; ? = inconclusive; . = no result given; [ ] = dose if it differs, or a comment. Unless noted, calls come from the whole dose curve; as a rule, active = well fitted curve in the direction sought with a large enough effect; inconclusive = small, poorly fitted or top-dose-only effect, or another doubt; inactive = no such curve, though single readings can be large; an effect the other way counts as inactive or inconclusive. A portion of the library, so the mix of outcomes need not match the whole.

BAZ2B inh	JMJD2A Tudor	Pol eta inh	PGK inhibitor	G9a inh	GLS inh	Pin1 inhibitor	PI4K2A block	HP1b chromo inh	SMILES
-4%	-21%	-13%	-6%	22%[59 µM]	2%	-12%	-4	47%[activator]	Cn1c(-c2cccc(Br)c2)n[nH]c1=O
-3%	-6%	-11%	-3%	4%	0%	-1%	1	27%	O=C(NCC1CC1)NC(=O)c1c(F)cccc1Cl
.	-3%	-15%	-3%	.	5%	2%	-1	36%	Cc1cc(C)c2c(ccc3ccccc32)n1
-5%	-15%	?	i	-7%[59 µM]	13%	-2%	-4	5%	COc1ccc(NC(=O)c2ccc(F)cc2)cc1S(=O)(=O)Nc1cc(C)ccc1Br
1%	?	-28%	1%	-9%	?	31%[activator]	1	28%	Cn1c(C(=O)NC2CCCCCC2)cc2c(=O)n(C)c3ccccc3c21
-6%	-3%	-5%	-4%	15%	-4%	-6%	4	41%[activator]	Cc1ccc(NC(=O)CSc2nnc(CN3CCOCC3)n2C)cc1C
.	-7%	1.6µM*	?	.	38%[activator]	5%	1	27%	O=c1c(O)c(-c2ccc(O)c(O)c2)oc2cc(O)ccc12
2%	-16%	-6%	-1%	5%[12.7 µM]	26%	-3%	2	-13%	COc1ccc(C(O)c2coc3ccc(O)c(CN(C)C)c23)cc1 (stereo not drawn)
.	-12%	-9%	i	.	-5%	?	-2	48%[activator]	COC(=O)CCN(Cc1cc(OC)ccc1OC)S(=O)(=O)c1ccccc1Br
.	-13%	-20%	4%	.	-2%	40%[activator]	-2	50%	CN(C(=O)c1ccc(NC(=O)Cc2ccc(NC(=O)C3CCN(C(=O)CCc4ccccc4)CC3)cc2)cc1)C1CCCC1
.	-15%	-9%	0%	.	4%	1%	6	62%[activator]	CCOC(=O)CC[C@H](NC(=O)Cn1cnc2c(SC)nc(N)nc21)C(=O)OCC
-17%	-7%	-20%	-6%	-1%	1%	?	4	40%[activator]	CSCC(C)N1CCC(n2nccc2NC(=O)CCCc2ccccc2)CC1 (stereo not drawn)
-13%	9%	-12%	-1%	1%	0%	0%	-2	37%	Cc1ccc(NC(=O)COC(=O)CCc2ccc(S(=O)(=O)N3CCOCC3)cc2)c(C)c1
-30%	-20%	-8%	3%	39%[12.7 µM]	15%	1%	1	20%	COc1ccc(/C=C2\NC(=S)N(CC3CCCO3)C2=O)c(OC)c1 (stereo not drawn)
3%	10%	-4%	7%	35%	2%	5%	-1	32%	CC1C(=O)CC(c2ccccc2)NC1c1ccccc1 (stereo not drawn)
2%	-8%	-10%	-6%	25%	1%	-6%	-1	33%	O=C(CO)N/N=C/c1ccccc1F
4%	-10%	10%	-7%	8%[59 µM]	1%	-1%	-16	22%	CCOC(=O)N1CCN(C(=O)Cn2cc3c(n2)CCCC3)CC1
0%	-17%	-7%	i	11%[59 µM]	2%	-5%	-2	8%	Cc1ccc(C2=NN(CC(=O)NCCCN(CC(C)C)CC(C)C)C(=O)CC2)cc1
-1%	-16%	-12%	15%	-40%	9%	2%	1	-3%	CC(NC(=O)c1cccc(S(=O)(=O)N2CCN(Cc3ccccc3)CC2)c1)c1ccc(Cl)cc1 (stereo not drawn)
-7%	-7%	-19%	5%	11%[59 µM]	-3%	4%	-4	48%[activator]	Cn1c(=O)oc2cc(S(=O)(=O)N3CCCC(C(=O)N4CCN(c5ccccc5F)CC4)C3)ccc21 (stereo not drawn)
25µM*	?	11µM*	-5%	20µM*	3%	.	?	?	CCCC(=O)OCCNc1cc(SCc2ccco2)c2nonc2c1[N+](=O)[O-]
-4%	-7%	9%	-1%	?	-2%	1%	8	40%	CCCC1CCc2c(c3ccccc3[nH]c2=O)O1 (stereo not drawn)
?	-20%	-8%	i	8%[0.501 µM]	-3%	-3%	-7	48%[activator]	COc1ccc(NC(=O)c2sc3ncnc(N4CCN(c5ccccn5)CC4)c3c2C)cc1Cl
.	-6%	-13%	-9%	.	-12%	-5%	-6	28%	CN(Cc1ccc(F)cc1)C(=O)CN1C(=O)c2ccccc2S1(=O)=O
.	-4%	-15%	-1%	.	5%	1%	1	42%[activator]	CC1=CC(c2ccccc2)n2ncnc2N1 (stereo not drawn)
183%[activator]	144%[activator]	-8%	9%	112%[activator][59 µM]	-13%	26%	3	130%[activator]	COC(=O)c1c(SC)nc2ccccc2c1OCc1ccccc1Cl
?	?	-12%	.	?	0%	0%	1	-18%	CC1(C)CC(=O)C2=C(C1)NC1=C(C(=O)c3ccccc31)C2c1cccnc1 (stereo not drawn)
-2%	-14%	-9%	i	?	-10%	3%	4	37%	CC(=O)NCc1ccc(-c2csc(NC(=O)CCCc3nc4ccccc4c(=O)[nH]3)n2)cc1
-29%	-28%	-9%	-1%	-23%	-9%	-6%	-2	16%	CCOC(=O)c1[nH]c(C)c(C(=O)OCC)c1C
-1%	-27%	-32%	11%	-27%[59 µM]	1%	0%	-3	18%	Cc1ccc(CNc2nc3c(c(=O)n(C)c(=O)n3C)n2Cc2ccc(Cl)cc2)cc1
6%	-11%	-2%	3%	-13%[12.7 µM]	10%	-4%	2	10%	CNC(=O)c1ccccc1NC(=O)c1cccc(S(=O)(=O)N2CCC(C)CC2)c1
-24%	?	-3%	-6%	?	-22%	-7%	-5	-9%	CC(C)c1ccc(NC2CCCN(C(=O)c3cc(C(C)C)nc(N)n3)C2)cc1 (stereo not drawn)
-2%	2%	-17%	i	2%	0%	2%	-5	47%[activator]	O=C(CCc1nc2ccccc2s1)Nc1ccccc1
-12%	-17%	-9%	i	.	2%	-2%	-4	42%[activator]	O=C(CSc1nc2ccccc2c(=O)n1Cc1ccco1)N1CCCC1
-3%[57.1 µM]	-9%	-12%	2%	.	6%	8%	-6	22%	CCC(C)[C@H](NS(=O)(=O)c1ccc(C)cc1)C(=O)N1CCC(C(=O)N2CCC(C(N)=O)CC2)CC1 (stereo partly drawn)
-13%	-3%	-7%	0%	-1%	11%	1%	4	33%	O=C(Nc1ccccc1NC(=O)C1CCCO1)c1ccco1 (stereo not drawn)
50µM*	-7%[57.1 µM]	8%	0%	13%[12.7 µM]	16%	7%	14	32%[activator]	CC(=O)c1c(C)[nH]c(C(=O)NC2=NCCS2)c1C
2%	1%	-10%	-2%	.	-5%	1%	2	50%[activator]	CCOC(=O)C1CCN(C(=O)C2CCC(=O)N(CC3CCCCC3)C2)CC1 (stereo not drawn)
17%	-4%	1%	-7%	.	4%	-2%	-1	29%	CCOc1ccc(OCc2ccc(C(=O)NC(C)C)o2)cc1
-10%	-27%	?	1%	?	3%	-2%	5	-8%	CCOC(=O)C(C)(C)N(Cc1ccc(C)cc1)S(=O)(=O)c1ccc(Cl)c([N+](=O)[O-])c1
-9%	6%	-16%	i	.	-10%	6%	-1	39%[activator]	O=C(Cn1nnc2ccccc21)c1ccc(Br)cc1
.	-16%	-5%	-6%	.	2%	8%	-8	17%	Cc1cc(NC(=O)COc2ccc3ccccc3c2Br)no1
11%	71%[activator]	.	.	1%[59 µM]	0%	8%	2	101%[activator]	O=C(OCc1ccccc1F)c1ccc(-c2nnn(Cc3ccccc3)n2)cc1
-8%	8%[57.1 µM]	-15%	i	?	7%	?	-1	5%	Oc1sc(C=Nc2ccc(F)cc2)c2ccccc12
-24%	?	-28%	-5%	.	11%	2%	-1	21%	Cc1onc(-c2ccccc2)c1-c1csc(N/N=C/c2ccccc2)n1
?	-28%	3%	8%	?	5%	-7%	3	6%	COc1cccc(OC)c1C(=O)NC(=S)Nc1ccc(S(=O)(=O)Nc2nccs2)cc1
-27%	-10%	-21%	i	-21%[59 µM]	8%	0%	-18	19%	CNC(=O)c1ccc(CSc2nc3cccnc3n2Cc2cccc(F)c2)cc1
8%	-17%	-5%	-7%	-11%[2.33 µM]	-4%	16%	-1	16%	CC(C)C[C@@]12C(=O)N(c3cccc(Br)c3)C(=O)N1[C@H](c1ccc(Cl)cc1)[C@@H]1C(=O)N(C3CCCCC3)C(=O)[C@@H]12
-6%	-7%	-3%	-7%	18%[12.7 µM]	1%	-1%	6	24%	COCCn1c(SCC(=O)Nc2nnc(C)s2)nnc1-c1c[nH]c2ccccc12
20%	7%	-23%	-8%	38%[activator]	-1%	3%	3	56%[activator]	CSc1ncc(Cl)c(C(=O)Nc2cccc(Cl)c2)n1
12%	5%	-2%	5%	3%[12.7 µM]	4%	0%	-1	21%	O=C(COc1ccccc1)N1CCN(S(=O)(=O)c2cccs2)CC1
-18%	-6%	-15%	-9%	23%	2%	-3%	-2	27%	O=C(Nc1cccnc1)c1cccc([N+](=O)[O-])c1
7%	-22%	-1%	-9%	.	2%	0%	-1	9%	O=C(O)c1cc(NC(=O)C2CCCO2)cc(C(=O)O)c1 (stereo not drawn)
-3%	0%	-13%	-16%	7%[59 µM]	-5%	-2%	-3	34%[activator]	Cn1nnc(NC(=O)CSc2nnnn2-c2ccc(F)cc2)n1
18%	-1%	13%	-3%	-45%[12.7 µM]	1%	-1%	0	24%	COc1ccc(NC(=O)C2CCN(c3cc(C)nc(-c4ccccc4)n3)CC2)cc1
